# TAG inh: reduces triacylglycerol accumulation in H9c2 cells; 0.66% of 230,000 active; inhibition, % at 12.5 µM; Nile Red lipid (TAG) fluorescence; cells loaded with 200 µM oleic acid;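 active means pattern-corrected inhibition of lipid staining of at least 50% with the nuclear-stain viability signal not falling by more than 50%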;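 further: 0% = DMSO wells and 100% = triacsin C control wells; some results filed as inactive read as strong as hits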
# TAG inh DAPI viability: further read-out of TAG inh, marked with its call; DAPI nuclei signal change (viability), lower = more cytotoxic, %;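 whole-well DAPI fluorescence read on a plate reader as a viability signal; minus 50 percent equals half of cells still viable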
# The depositor's hits bear a star. This is a subset, so the mix of outcomes need not match the whole.
no.	SMILES	TAG inh	TAG inh DAPI viability
1	CCOC(=O)c1c2c(n(C)c1C)C(=O)C(=O)c1ccc(Br)cc1-2	145	-91
2	O=C1CCc2cc(S(=O)(=O)NCc3ccccc3Cl)cc3c2N1CC3	9	-1
3	CCCCCC(=O)Nc1ccc(S(=O)(=O)Nc2nccc(C)n2)cc1	-1	10
4	Cc1nnsc1-c1nnc(SCC(=O)c2ccc(C#N)cc2)n1C1CC1	3	2
5	Oc1ccc(/C=N/Nc2ncnc3c2ncn3Cc2ccccc2)cc1O	-52	-15
6	COc1cc(S(=O)(=O)NCc2ccncc2)c(OC)cc1Cl	0	2
7	Nc1nc(SCC(=O)N2CCCCC2)[nH]c(=O)c1NC(=O)c1ccccc1F	1	2
8	CCCCNC(=O)Cc1ccc(Br)cc1	-15	16
9	CCc1ccc(C2=NN(c3ccc(S(N)(=O)=O)cc3)C(c3ccc(F)cc3)C2)cc1 (stereo not given)	13	132
10	O=C(NNc1cc(Cl)ccc1Cl)c1cccnc1Cl	11	1
11	C#CCOCCOCCOCCNc1nc(N2CCN(C(=O)C([C@@H](C)CC)n3cc(C(N)CO)nn3)CC2)nc(N2CCN(C(=O)[C@H](CCC(=O)O)n3cc(C(N)CC(C)C)nn3)CC2)n1 (stereo not given in full)	7	-2
12	Cc1cc(C)nc(SCNC(=O)c2ccc(Cl)cc2)n1	-17	24
13	CC(NC(=O)CN1C(=O)NC(C)(C2CC2)C1=O)c1ccc(F)cc1 (stereo not given)	-14	7
14	O=C(O)C[C@H]1c2ccccc2S(=O)(=O)N1c1ccccc1	-9	-9
15	CCCCCNC(=O)c1ccc2c(=O)n(CC3CCCO3)c(=O)[nH]c2c1 (stereo not given)	11	-16
16	O=C(CCc1ccncc1)N1CCCC(Nc2ccc(F)cc2)C1 (stereo not given)	-3	-6
17	CCCCS(=O)(=O)N1CCN(S(=O)(=O)c2ccc(Cl)s2)CC1	-22	1
18	CCN(CC)CCOc1ccc(/C(=C(\Cl)c2ccccc2)c2ccccc2)cc1	3	9
19	Clc1ccc(Nc2cc(-c3ccccc3)nc3ncnn23)cc1	8	-8
20	COc1ccccc1C(=O)NCCC(=O)N1CC=C(c2ccccc2)CC1	1	10
21	Cc1ccc(CN(Cc2cc3cccc(C)c3[nH]c2=O)C(=O)N(C)C)cc1	-19	-2
22	COc1ccc(C(=O)OCC(=O)N2c3ccccc3CC2C)cc1S(=O)(=O)N1CCOCC1 (stereo not given)	2	-2
23	C=CCNC(=O)c1onc(CSc2ccccc2CC)c1C(=O)O	0	12
24	Cc1ccc(NS(=O)(=O)c2cc(C(=O)N3CCN(CCO)CC3)ccc2C)cc1	-11	4
25	O=C(COC(=O)CSCC(=O)N1CCCCC1)NCc1ccc(F)cc1	-10	7
26	CC1=C(C(=O)N2CCOCC2)CC(CC(=O)NCCN2CCOCC2)C(=O)N1Cc1ccc(F)cc1 (stereo not given)	8	0
27	COc1cc(N)c2ncsc2c1	-3	8
28	O=C(COc1nncc2ccccc12)Nc1ccc(F)c(F)c1	-1	-12
29	CCOc1ccc2oc(C(=O)NC(C)(C)CC)c(C)c2c1	-6	8
30	CN1CCn2cnc(C(=O)NCC(=O)OC(C)(C)C)c2C1=O	-3	-2
31	C/C(=C\c1ccccc1)C(=O)NCCc1ccccc1	-4	8
32	Cc1nnc(SCC(=O)Nc2ccc([N+](=O)[O-])cc2)n1C	-4	-2
33	COc1ccccc1CNc1nc2ccccc2n1CCN1CCCCC1	-3	4
34	COc1ccc(-c2nc(-c3ccccc3)nc(N3CCN(C)CC3)c2C#N)cc1	44	8
35	O=C(COC(=O)c1ccc2ccccc2c1O)NCc1ccccc1	0	0
36	Cc1ccc(C2(C)NC(=O)N(CC(=O)N3CCN(S(=O)(=O)c4ccc(Cl)s4)CC3)C2=O)cc1 (stereo not given)	-9	-2
37	CC(=O)c1cccc(NC(=O)Nc2ccc(C(=O)N3CCOCC3)cc2)c1	11	-1
38	CCCCN(C=O)c1c(CC)nc2c(OCCOc3ccccc3)cccn12	-24	1
39	Cn1c(=O)n(Cc2ccccc2)c(=O)c2c1nc1n2CCN1Cc1ccco1	-20	-19
40	Cc1cc(NC(=S)N(Cc2ccc(Cl)cc2)Cc2ccc(C(=O)O)cc2)ccc1Cl	-6	1
41	Cc1ccccc1NC(=O)CN1C(=O)NC(C)(CCc2ccccc2)C1=O (stereo not given)	2	-14
42	COc1cc(/C=N/Nc2nc(-c3ccc(S(=O)(=O)N(C)C)cc3)cs2)ccc1O	13	3
43	CCOc1ccc(CN(C)CC(=O)c2c(N)n(Cc3ccccc3)c(=O)n(CC)c2=O)cc1OC	20	-2
44	Cc1cn([C@H]2C[C@H](O)[C@@H](CCC(=O)NCc3ccccc3)O2)c(=O)[nH]c1=O	-8	4
45	CCCCN(C(=O)C1=COCCO1)c1c(N)n(CCCC)c(=O)[nH]c1=O	-3	5
46	O=C(O)CC(CC(=O)Nc1ccc(Oc2ccccc2)cc1)c1ccccc1 (stereo not given)	3	3
47	Nc1nnc(SCC(=O)c2ccc([N+](=O)[O-])cc2)s1	-10	15
48	COC(=O)/C=C/c1cnc[nH]1	-11	0
49	O=C(CNc1cccc(S(=O)(=O)N2CCOCC2)c1)Nc1ccc(C(F)(F)F)cc1	-26	-1
50	COc1cc(C(=S)N2CCCC2)ccc1OC(=O)c1ccc(Cl)cc1[N+](=O)[O-]	8	-8

# Later entries:
no.	SMILES	TAG inh	TAG inh DAPI viability
51	COc1c(Cl)cc(C(=O)Nc2cccnc2)cc1Cl	-5	-3
52	O=c1cc(CO)oc(CN2CCN(c3ccccc3F)CC2)c1O	-10	2
53	O=C(NCc1ccccn1)Nc1ccc(F)c(Cl)c1	-6	0
54	O=c1oc2ccccc2c(O)c1Sc1c(O)c2ccccc2oc1=O	-5	-6
55	CCOC(=O)C1(CC2CCCCO2)CCN(C(=O)Nc2ccc(C)c(C)c2)CC1 (stereo not given)	29	-8
56	CCOc1ccccc1NC(=O)NCCN1CCCCC1	1	-7
57	CCCCNCc1cccn1-c1ccccc1	3	9
58	COc1ccc(CCNC(=O)CN(c2ccccc2OC)S(C)(=O)=O)cc1	-18	14
59	COC1OC2COC(c3ccccc3)OC2C(OC(C)=O)C1OC(C)=O (stereo not given)	-8	6
60	CCOC(=O)c1c2c(n(Cc3ccccc3)c1C)C(=O)C(=O)c1ccccc1-2	86	-64
61	COc1ccc(CCN(Cc2nc3ccccc3c(=O)[nH]2)C(=O)c2ccco2)cc1	20	-10
62	O=C(Nc1ccc(-c2csc(Nc3ccc(Cl)cc3)n2)cc1)c1ccccc1	-4	7
63	CN(CC(=O)N1CC=C(c2ccccc2)CC1)S(=O)(=O)c1ccc2c(c1)c(=O)n(C)c(=O)n2C	-1	-6
64	CCN(CC(=O)NCc1ccc(F)cc1)C(=O)c1cccc(S(=O)(=O)N(C)c2ccc(OC)cc2)c1	-6	-4
65	COC(=O)CCC(=O)OC1(C)C(=O)C=C2C=C(C3CC3)N(CCc3ccccn3)C=C2C1=O (stereo not given)	12	-2
66	CN(CC(=O)Nc1ccc(Cl)cc1)CC(=O)Nc1sc2c(c1C(N)=O)CCC2	5	1
67	Cc1ccc(C(=O)Nc2ccc(NC(=O)c3ccccc3Cl)c(C)c2)cc1	3	-5
68	OC[C@@H]1CN(Cc2cccc(C(F)(F)F)c2)C[C@H](n2cnc3c(NC4CC4)ncnc32)O1	17	-3
69	CN(CC(=O)Nc1ccc(S(=O)(=O)N2CCOCC2)cc1)Cc1ccc(F)cc1	5	-7
70	CSCCC(NS(=O)(=O)c1ccc2[nH]c(=O)c(=O)[nH]c2c1)C(=O)O (stereo not given)	-8	6
71	Cc1nn(-c2ccccc2)c(C)c1/C=N\N1CCN(c2ccc(Cl)cc2)CC1	-9	1
72	COc1ccc(C(=O)N/C(=C\c2cn(S(=O)(=O)N(C)C)c3ccccc23)C(=O)NC(C)C)cc1	-21	-3
73	CCC(CC)C(=O)Nc1nnc(CCc2ccccc2)s1	1	10
74	CN1CCn2cnc(C(=O)Nc3ccc(Cl)cc3)c2C1=O	2	-4
75	CCN(CC(=O)Nc1ccc(OC)cc1)C(=O)c1ccc2c(c1)NC(=O)C(C)S2 (stereo not given)	2	6
76	Cc1cccc(NS(=O)(=O)c2ccc(C(=O)N3CCCC3)cc2)c1C	11	6
77	CC(C)CC(NC(=O)C(CC(C)C)NC(=O)OC(C)(C)C)C(=O)O (stereo not given)	-2	5
78	Cc1ccc(NC(=O)Nc2nnc(-c3ccncc3)s2)cc1	-12	6
79	CC(=O)c1ccc(OCC(C)Oc2ccc(C#N)cc2)cc1 (stereo not given)	-22	12
80	Cc1ccc(C2C(C#N)=C(N)Oc3cc(C)oc(=O)c32)o1 (stereo not given)	1	4
81	O=S(=O)(NCCCN1CCOCC1)c1ccc2ccccc2c1	-12	-6
82	CC(=O)c1cc2c(cc1NC(=O)Cn1cnc3ccccc3c1=O)OCO2	10	-6
83	O=C(Nc1ccc(C(=O)N2CCCCC2)cc1)C1CCCC1	-5	-6
84	O=S(=O)(c1ccc(Br)s1)N1CCC2(CC1)OCCO2	-9	0
85	CC(=O)N1c2cc3ccccc3cc2N(C(C)=O)c2cc3ccccc3cc21	-5	-1
86	CCOC(=O)C1=C(CS(=O)(=O)c2ccc(C)cc2)NC(=O)NC1c1ccc(O)c(OC)c1 (stereo not given)	-2	3
87	COc1ccc(NC(=O)C2(C)Cc3c(-c4cccc(C(N)=O)c4)ccnc3O2)cc1OC (stereo not given)	3	2
88	CC(NC(=O)CCc1nnc(-c2ccc(-c3ccccc3)cc2)o1)c1nccs1 (stereo not given)	3	-2
89	O=C(CSc1cccc[n+]1[O-])Nc1cc(Cl)ccc1[N+](=O)[O-]	-18	8
90	COC(=O)c1cc(NC(=O)CCc2c(C)nc3ncnn3c2C)cc(C(=O)OC)c1	34	-14

# Record cards, from the list above. Values in the order: TAG inh, TAG inh DAPI viability
# CC(NC(=O)CCc1nnc(-c2ccc(-c3ccccc3)cc2)o1)c1nccs1 (stereo not given) reads 3, -2
# O=C(CSc1cccc[n+]1[O-])Nc1cc(Cl)ccc1[N+](=O)[O-] reads -18, 8
# CC(=O)N1c2cc3ccccc3cc2N(C(C)=O)c2cc3ccccc3cc21 reads -5, -1
# O=C(Nc1ccc(C(=O)N2CCCCC2)cc1)C1CCCC1 reads -5, -6
# CC(=O)c1cc2c(cc1NC(=O)Cn1cnc3ccccc3c1=O)OCO2 reads 10, -6

# (cont.)
no.	SMILES	TAG inh	TAG inh DAPI viability
91	COCCNC(=S)NC(=O)c1ccc(C(C)(C)C)cc1	-19	-7
92	O=C(NCc1ccc2c(c1)OCO2)c1cc(-c2ccncc2)nc2ccccc12	1	2
93	O=C(O)CC(C(=O)NCc1ccccc1)C1CCCO1 (stereo not given)	-30	4
94	COc1ccc(NS(=O)(=O)c2ccc(O)c(NC(=O)c3ccc(S(=O)(=O)N4CCCC4)cc3)c2)cc1	-5	-1
95	COc1ccc(NC(=O)c2c(C)noc2-c2snnc2C)cc1	8	5
96	Cc1ccc(Nc2cc(=O)n(C)c(=O)[nH]2)cc1C	11	-16
97	Cc1ccc(S(=O)(=O)N2CCN(C(=O)COC(=O)CCOc3ccccc3C)CC2)c(C)c1	-11	3
98	Cc1ccccc1-n1ncc(C(C)NS(=O)(=O)c2sccc2C)c1C (stereo not given)	0	5
99	O=C(NNC1=NCCC1)c1cccc(Br)c1	7	-2
100	Brc1ccc(C=Nc2ccc(Nc3ccccc3)cc2)s1	39	-36
101	O=C(NCCCN1CCCC1=O)C(=O)NCC1OCCCN1S(=O)(=O)c1ccccc1 (stereo not given)	5	10
102	Cc1cc(C)c(NC(=O)CCCN2CCN(C)CC2)c(C)c1	2	-5
103	COc1ccc(CCC(=O)OCC(=O)Nc2sccc2C#N)cc1	-4	6
104	OCCNc1ncnc2c1ncn2Cc1ccccc1	5	-7
105	COc1ccc(CNS(=O)(=O)c2ccc(F)c(C(=O)Nc3ccc(OC)cc3)c2)cc1	4	0
106	Cc1ccc(C(=O)NC(=S)Nc2ccccc2C(F)(F)F)c(C)c1	-27	4
107	O=C(NN=Cc1ccc(F)c(F)c1)c1ccc(NS(=O)(=O)c2cccs2)cc1	-19	4
108	CCOC(=O)c1sc(S(C)(=O)=O)c2c1CC(C)(C)C/C2=N/O	-5	-7
109	Cc1c(C(=O)Nc2ccc(F)cc2)cn2c(nc3ccccc32)c1C#N	10	4
110	N#Cc1c2c(c[nH]c1=O)CCN2Cc1ccccc1	-18	-2

# Reformatted with each value named: part of the list above.
45. CCCCN(C(=O)C1=COCCO1)c1c(N)n(CCCC)c(=O)[nH]c1=O
  TAG inh: -3	TAG inh DAPI viability: 5
46. O=C(O)CC(CC(=O)Nc1ccc(Oc2ccccc2)cc1)c1ccccc1 (stereo not given)
  TAG inh: 3	TAG inh DAPI viability: 3

# Remaining list, next part.
no.	SMILES	TAG inh	TAG inh DAPI viability
111	CN(C)/C=C(\C=N\OCc1ccc(Cl)cc1Cl)C(=O)Nc1ccc(Cl)c(Cl)c1	24	-12
112	O=C(Cn1cccc1C(=O)c1ccccc1)NCCN1CCCCCC1	-9	15
113	COc1ccc(NC(=O)CN(C)C(=O)CCC(=O)c2ccc(C)cc2)cc1	-15	-16
114	Cc1cc(=O)oc2c(CN(C)Cc3ccccc3)c(O)ccc12	22	155
115	Cc1ccc2nc(N/N=C\c3ccc([N+](=O)[O-])o3)nc(-c3ccccc3)c2c1	3	4
116	Cc1nc2ccccn2c1C(=O)NN=C1CCCC1	6	-11
117	COc1ccc(NC(=O)c2c(-c3c(Cl)cccc3Cl)noc2C)cn1	-12	2
118	CCn1c(SCc2ccccc2)nnc1-c1ccc(S(=O)(=O)N2CCCCC2)cc1	6	-3
119	O=C(NCCc1ccc(Cl)cc1)c1n[nH]c2ccccc12	-38	2
120	Nc1cc(=O)[nH]c(SCCSc2ccccc2)n1	-11	-2
121	CCn1c(SCC(=O)OC2CCCCC2)nnc1-c1ccncc1	-3	-4
122	Cc1c(C#N)c(NC(=O)CCl)n(Cc2ccccc2)c1C	42	-9
123	CCc1c(C)sc(NC(=S)N2CCN(C(=O)C3CCCO3)CC2)c1C(=O)OC (stereo not given)	-17	-4
124	CCOc1ccc(NC(=O)CN(C)C(=O)c2c(C)nn(Cc3ccccc3Cl)c2C)cc1OCC	17	-5
